GLP-1R inv ag: GLP-1 receptor (human) inverse agonism | HEK293 GLP-1R CRE-luciferase, luminescence, 24 h; GLP-1R form is constitutively active | Potency, µM (top dose mostly 38.3 µM), for inactives: at the top dose activity change, negative = inhibition, usual class: inhibitors | 1.6% of 410,000 active | P43220 | AID 624417; note: potency is the fitted concentration of half-maximal effect; % is set by controls: 0 for no effect and ±100 for the full control effect; nearly all actives have a fitted effect of over 55% in size
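Inverse agonism was detected as reduced cAMP-driven luciferase luminescence after 24 h compound treatment. The cells were HEK293 clones expressing constitutively active human GLP-1R with the reporter. Reporter-only and GPR119 cell lines served as counterscreen controls.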
aSyn rescue: alpha-synuclein toxicity inhibition in yeast; Potency, µM (titrated, usually from 46.1 µM), for the others: top-dose growth rescue (activation), usual class: activators; 0.14% of 370,000 active; Yeast expressing alpha-synuclein, growth rescue, BacTiter-Glo, 24 h; AID 652106; note: potency is the fitted concentration of half-maximal effect; % of control where 0% means no effect; nearly all actives have a fitted effect of over 65% in size
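Galactose-induced alpha-syn yeast (OD600=0.02, raffinose-pregrown) + pinned cpd, 24 hr, 30 deg C; growth by BacTiter-Glo luminescence. Growth restoration scores as activation.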
D3 ag: activates the human D3 dopamine receptor; D3R DiscoveRx beta-arrestin cells, luminescence, 90 min; max activation, %; 0.58% of 410,000 active; AID 652048; in the data active = max activation above about 30%; note: 0% is about no effect; mostly tested at two doses, the higher about 12 µM
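Agonist-mode cell screen: cells plated at 1500/well and incubated overnight at 37 °C, then exposed to library compounds for 90 min at 37 °C. Detection reagent was added for 30–60 min at room temperature, and luminescence was read.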
D3 antag: D3 dopamine receptor (human) antagonism | D3R cells, DiscoveRx beta-arrestin luminescence, antagonist mode; hits give low values | max response, negative = inhibition, % | 2.5% of 360,000 active; in the data active = max response below about -50%; inconclusive = no clear call, values can overlap the other calls; note: % is set by controls: 0 for no effect and ±100 for the full control effect; mostly tested at two doses, the higher about 12 µM
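Cells plated overnight at 1500 cells/well, then exposed to library compounds with dopamine controls for 90 minutes at 37 degrees C. DiscoveRx reagent added for 30–60 minutes at room temperature; luminescence read, quantitative HTS format.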
HEK293 tox: cytotoxicity in counter-screen for GLP-1R inverse agonists. 0.13% of 410,000 active. HEK293 cAMP-luciferase reporter cells, luminescence, 24 h. AID 624418. Potency, µM (doses to about 38.3 µM), for inactives: at the highest dose activity change, negative = inhibition, most hits filed as inhibitors;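 note: loss of luciferase light is scored as toxicity; potency is the fitted concentration of half-maximal effect; % is set by controls: 0 for no effect and ±100 for the full control effect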
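Step one: seed cells (200 cells/uL, DMEM with 10% Nu serum, 1% pen-strep). Step two: 12-hour incubation at 37 deg C. Step three: pin 23 nL compound, incubate 24 hr. Step four: add luciferase reagent, read luminescence 12 min later.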
PTHR1 ag: activates the human parathyroid hormone receptor PTHR1. Q03431. HEK293 GP2 PTHR1 cells, GloSensor cAMP luminescence, 1 h. Potency, µM (doses to about 115 µM), inactives show at the top dose activation, usual class: activators. 0.075% of 410,000 active. AID 743266; note: potency is the fitted concentration of half-maximal effect; nearly all actives have a fitted effect of over 55% in size; some results filed as inactive show a strong effect at the top dose; inactives centre near -15; many of its hits are not listed in these tables
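HEK-293-derived GP2 cells expressing PTHR1 and a GloSensor cAMP reporter, 3,000/well, plated overnight, given luciferin plus IBMX (each 0.5 mM as added) for 1 h at 37 °C, then compound for 1 h at 37 °C. Luminescence was read after 15 min at room temperature.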
KB-V1 cytotox: kills drug-selected multidrug resistant KB-V1 cells; 3.4% of 400,000 active; Potency, µM (doses to about 46.1 µM), inactives show at the top dose activity change, negative = cytotoxicity, hits mostly cytotoxic; KB-V1 MDR cells viability, CellTiter-Glo, 72 h; note: potency is the fitted concentration of half-maximal effect; % is set by controls: 0 for no effect and ±100 for the full control effect; nearly all actives have a fitted effect of over 60% in size
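KB-V1 cells (P-gp-expressing MDR subline of KB-3-1) in phenol-red-free DMEM with 10% FBS were exposed to library compounds over a concentration series for 72 h at 37 degrees C. Viability read by CellTiter-Glo luminescence; concentration-effect curves fitted after normalization.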
GLP1R ag: GLP-1 receptor (human) agonism; P43220; HEK293 GLP-1R CRE-luciferase, luminescence, 4-6 h; cells express a hypersensitive GLP-1R form; Potency, µM (series often up to 45.6 µM), for the others: top-dose activation, actives largely listed as activators; 0.007% of 380,000 active; AID 624172; note: potency is the fitted concentration of half-maximal effect; % of control where 0% means no effect
TDP-43 yeast inh: inhibitors of TDP-43 toxicity in yeast; Potency, µM (doses to about 46.1 µM), for the others: top-dose growth rescue (activation), most hits filed as activators; 1.8% of 410,000 active; TDP-43 expressing yeast growth rescue, BacTiter-Glo, 24 h; note: potency is the fitted concentration of half-maximal effect; % of control where 0% means no effect; nearly all actives have a fitted effect of over 50% in size
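Growth rescue of TDP-43-toxic yeast measured as ATP luminescence (BacTiter-Glo). Cells grown to mid-log in raffinose, induced in galactose at OD600=0.02, exposed to compound 24 hr at 30 deg C.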
* hit, by the source's call; i = inactive; ? = inconclusive; . = no result given; & = joins results of further samples; [ ] = dose if it differs, or a comment. Unless noted, calls come from the whole dose curve; as a rule, active = well fitted curve in the direction sought with a large enough effect; inconclusive = small, poorly fitted or top-dose-only effect, or another doubt; inactive = no such curve, though single readings can be large; an effect the other way counts as inactive or inconclusive.

SMILES	GLP-1R inv ag	aSyn rescue	D3 ag	D3 antag	HEK293 tox	PTHR1 ag	KB-V1 cytotox	GLP1R ag	TDP-43 yeast inh
Cc1nc2c(OCc3ccc(Cl)cc3)cccn2c1N(C)C(=O)CCC1CCCC1	16%	7%	-2	15	1%	-41%[inhibitor]	?	3%	17%
O=C(CSc1ccccc1)N1CCCC(N2CCN(c3ccccc3)CC2)C1 (stereo unspecified)	?	0%	-10	-16	-10%	-24%	-27%	-2%	-10%
COC(=O)c1ccc(OC)c(Cn2c(=O)n(C)c(=O)c3sccc32)c1	15%	-1%	-1	4	-4%	-4%	-18%	-2%	0%
COc1ccc(OC)c(/C=N/NC(=O)Cc2nc3ccccc3[nH]2)c1	37%[activator]	-5%	-11	-19	10%	i	21%	21%	-22%
Cc1cc(C)c(OCCCCN2CCC(C)CC2)c(Br)c1	?	12%	-38	?	?	-10%	?	-3%	0%
N#CCSc1nc2c(cc1C#N)CCCCCC2	?	14%	-1	5	5%	-24%[57.5 µM]	?	31%	16µM*
CN(C(=O)COC(=O)/C=C/c1ccc(Cl)c(Cl)c1)c1c(N)n(Cc2ccccc2)c(=O)[nH]c1=O	14%	5%	1	13	12%	-18%	3%	-11%	9%
CCCCn1c(-c2ccc(Cl)cc2)nc2c(=O)n(C)c(=O)[nH]c21	2%	-8%	3	-5	2%	-2%	?	-10%	19%
Cc1ccc(NC(=O)CCN2CC(C)OC(C)C2)cc1C (stereo unspecified)	8%	6%	-1	-5	3%	-7%	5%	-4%	11%
CN(C)C(=O)c1cccc(COc2ccc(N3C(N)=NC(N)=NC3(C)C)cc2Cl)c1	2.2µM*	0%	5	25	-10%	i	13%	8%	10%
COc1ccc(C(=O)N/N=C/c2sc3ccccc3c2O)cc1	1.6µM*	?	-17	-51*	?	-9%	?	-1%	?
O=C(CCC1CCCCC1)NCCS(=O)(=O)N1CCN(c2ccccc2F)CC1	-20%	-11%	-3	0	5%	-20%	?	-6%	-1%
O=C(Nc1ccccc1)NN1CC(=O)N(c2ccc(Cl)cc2)CC1=O	6%	0%	1	-5	12%	-2%	17%	0%	-3%
O=C(c1cccc(Cl)c1)N1CCC(N2CCC(C(=O)N3CCOCC3)CC2)CC1	6%	-2%	4	3	-3%	-12%	7%	0%	-4%
CC(=O)c1ccc(NC(=O)CSc2cn(CC(=O)N3CCCCCC3)c3ccccc23)cc1	?	.	-6	.	2%	i	.	.	8%
COc1ccc(/C=N/N2CCN(c3ccccc3)CC2)cc1Br	-10%	-4%	3	9	-20%	i	?	0%	13%
COc1ccc(C2CC(=O)N(CC(=O)Nc3ccc(C)c(Cl)c3)c3ccccc3S2)cc1OC (stereo unspecified)	?	6%	0	.	-9%	-17%	18µM*	9%	19%
CCSc1nnc(NC(=O)CCc2ccccc2)s1	12%	-6%	3	17	-4%	-2%[57.5 µM]	5%	-2%	-5%
Cc1ccc(/C=C/c2onc(C)c2S(=O)(=O)N2CCC(C(=O)Nc3ccc(C)c(N(C)C)c3)CC2)cc1	?	.	1	.	2%	-12%	.	.	6%
Cc1ccc(-c2nn3c(-c4ccc(C)cc4)nnc3c3ccccc23)cc1	9%	.	6	.	-6%	i	.	.	16%
COCCOC(=O)C1=C(C)NC2(O)c3ccccc3C(=O)C12O (stereo unspecified)	4%	-3%	-7	-9	?	i	-5%	-1%	0%
CC1(C)Cc2cccc(Oc3ccc(S(=O)(=O)N4CCCCC4)cn3)c2O1	?	1%	1	-1	-1%	i	24%	-1%	13%
C#CCOCCOCCOCCNc1nc(N2CCN(C(=O)CCCCCCCCCCNC(=O)[C@H]([C@@H](C)CC)n3cc(CCCCN=C(N)N)nn3)CC2)nc(N2CCN(C(=O)CCCCCCCCCCNC(=O)[C@H](CCCCN)n3cc(C)nn3)CC2)n1	?	-49%[inhibitor]	-20	?	?	-47%[inhibitor]	?	-6%	-79%[inhibitor]
COc1ccc(N2CCN(CCN3C(=O)c4ccccc4C3=O)CC2)cc1	11%	0%	2	3	-5%	-23%	-1%	3%	-20%
CCOC(=O)c1c(NC(=O)c2cc(-c3ccc(Br)cc3)on2)sc(C(C)=O)c1C	2%	.	7	.	-9%	-56%	14%	.	14%

Among those listed so far, 3 contain an NH in an aromatic ring.
SMILES	GLP-1R inv ag	aSyn rescue	D3 ag	D3 antag	HEK293 tox	PTHR1 ag	KB-V1 cytotox	GLP1R ag	TDP-43 yeast inh
COc1ccc(OC)c(/C=N/NC(=O)Cc2nc3ccccc3[nH]2)c1	37%[activator]	-5%	-11	-19	10%	i	21%	21%	-22%
CN(C(=O)COC(=O)/C=C/c1ccc(Cl)c(Cl)c1)c1c(N)n(Cc2ccccc2)c(=O)[nH]c1=O	14%	5%	1	13	12%	-18%	3%	-11%	9%
CCCCn1c(-c2ccc(Cl)cc2)nc2c(=O)n(C)c(=O)[nH]c21	2%	-8%	3	-5	2%	-2%	?	-10%	19%

Next part
SMILES	GLP-1R inv ag	aSyn rescue	D3 ag	D3 antag	HEK293 tox	PTHR1 ag	KB-V1 cytotox	GLP1R ag	TDP-43 yeast inh
CN(C)c1ccc(C(=S)N2CCN(c3ccc([N+](=O)[O-])cc3)CC2)cc1	-6%	-3%	-8	-23	?	-30%	-7%	-2%	-8%
COC(=O)c1cccc(NC(=O)CCCN2C(=O)NC3(CCCC3)C2=O)c1	-21%	0%	3	-18	15%	i	6%	-1%	2%
N#Cc1ccc(NC(=O)Cn2cnc(S(=O)(=O)N3CCCC3)c2)cc1	-1%	?	4	-18	-9%	-2%	?	7%	3%
COc1cc(NC(=O)C2CCCC2)c(OC)cc1Cl	?	-8%	-4	-9	9%	21%	0%	0%	0%
Cc1cccc(NC(=O)CSc2nc3c([nH]c4ccccc43)c(=O)n2C)c1C	3%	.	9	.	-12%	i	.	.	13%
COCCCC1CCN(C(=O)C2CCC(=O)N(Cc3cccc(F)c3)C2)CC1 (stereo unspecified)	3%	-7%	-1	-1	3%	-2%	-8%	-1%	-4%
CCCCOC(=O)Nc1nnc(-c2ccccc2OC)s1	4%	-2%	-5	15	6%	-22%[57.5 µM]	-5%	12%	-13%
COc1ccc(Cn2c(-c3ccco3)nc3oc4ccccc4c(=O)c3c2=O)cc1	9%	1%	1	8	1%	i	-12%	1%	-13%
CC1CC(=NNC(=O)C2COc3ccccc3O2)CC(C)(C)C1 (stereo unspecified)	?	-5%	-6	-21	-34%	i	13%	3%	-9%
O=c1c([N+](=O)[O-])c(O)c2cccc3c2n1CCC3	15%	2%	-6	-14	-4%	i	-7%	1%	-38%[inhibitor]
COC(=O)c1ccc(/C=N/N2CCN(Cc3ccccc3Cl)CC2)cc1	-9%	3%	10	4	4%	-19%	18%	0%	-1%
O=[N+]([O-])c1cccc(-c2cn(-c3ccccc3)c(=S)[nH]2)c1	-20%	-3%	1	-27	6%	-52%[inhibitor]	7%	14%	22%
Cc1ccc(C)c(C(=O)COC(=O)c2nn(C)c(=O)c3ccccc23)c1	19%	-2%	1	40	-3%	-44%[inhibitor]	-15%	0%	?
CCc1ccc(CNc2ccc3c(c2)ncn3C(C)(C)C)cc1	18%&20%	17%	0&-11	0	-5%&-9%	0%&-55%	-3%	?	1%&-8%
CCN(CC(=O)Nc1ccc(NC(C)=O)cc1)CC(=O)Nc1cccc2ccccc12	8%	-3%	-1	-5	-19%	i	-4%	0%	0%
O=C1OCCC1Sc1nnc(-c2cccc(Br)c2)o1 (stereo unspecified)	5%	3%	15	-24	-1%	i	?	8%	4%
Cc1ccc(C(=O)/C=C/c2c(C)nn(-c3ccccc3)c2Cl)cc1	?	-13%	-10	-22	8%	i	?	0%	1%
COCc1cc(=O)n2[nH]cc(-c3ccsc3)c2n1	11%	-1%	7	-8	-2%	i	5%	-3%	3%
Cc1ccc(C)c(NC(=O)Cn2c(=O)n(-c3ccc(CC(=O)NCC4CCCO4)cc3)c(=O)c3ccccc32)c1 (stereo unspecified)	-11%	.	0	.	-14%	-2%	28%	0%	4%
CC(c1ccco1)N(C(=O)c1ccc(C#N)cc1)c1ccccn1 (stereo unspecified)	4%	-2%	4	2	-19%	i	21%	-10%	-5%
COC(=O)C(NC(C)=O)(Nc1nc2c(s1)CCCC2)C(F)(F)F (stereo unspecified)	0%	0%	15	21	0%	-20%	0%	0%	8%
CCN(Cc1cnn(C)c1)Cc1nc(C2(c3ccc(C)cc3)CCCC2)no1	?	-12%	1	1	-3%	-4%	0%	6%	-9%
O=C(COC(=O)c1cccc(Cl)c1)Nc1cc(S(=O)(=O)N2CCOCC2)ccc1N1CCOCC1	15%	-4%	-6	2	7%	i	-8%	-3%	6%
CC(=O)N1/C(=C/c2ccc(N(C)C)cc2)C(=O)c2ccccc21	10µM*	-35%[inhibitor]	-12	-51*	?	-88%[inhibitor]	-45%	-1%	?
COc1ccc(CN2CCN(C(=O)c3ccco3)CC2)c(OC)c1OC	16%	2%	43*	9	2%	i	11%	-2%	12%
COCCCN1C(=O)C(CC(=O)NCc2cccc3ccccc23)CC(C(=O)N(C(C)C)C(C)C)=C1C (stereo unspecified)	31%[activator]	0%	-10	-28	6%	16%	-20%	12%	9%
C[C@H](NC(=O)c1ccccc1)C(=O)OCC(=O)Nc1ccc2c(c1)OCO2	1%	2%	-2	3	4%	-17%	0%	6%	20%
COc1cc(CN2C(=O)C(NC(=O)c3ccco3)(C(F)(F)F)C3=C2CC(C)(C)CC3=O)cc(OC)c1 (stereo unspecified)	33%[activator]	-8%	1	-6	1%	i	-3%	24%	-2%
O=C(NCCc1ccccc1)c1ccc(CS(=O)(=O)Cc2ccccc2F)o1	-8%	-1%	-6	-1	-21%	-22%	15µM*	1%	-20%
COc1ccc(-c2sc3ccccc3c2C#CC2(O)CCCCC2)cc1	?	-22%	6	34	7%	-6%	-4%	13%	0%

These rows are one share of the data; count on the stated rates, not on these rows.
